mABHD4 FP: inhibitors of mouse ABHD4 | Q8VD66 | 0.54% of 370,000 active | purified mABHD4, FP-Rh probe fluorescence polarization | inhibition, % at 8.92 µM;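 active = inhibition exceeding the mean over every tested compound plus 3 SD, cut at about 30% in these data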;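 note: 0% = plate median of compound wells and 100% = S159A mutant with DMSO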
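System: mouse ABHD4 enzyme, wild type / Medium: HEPES pH 7.0, NaCl, Pluronic buffer / Reagent: FP-Rh activity-based fluorescent probe / Control set: S159A mutant high control, sample median low control / Detection: fluorescence polarization with parallel and perpendicular emission, 525/598 nm / Schedule: 45 min + 60 min at 25 °C / Compound dosing: 8.92 µM, single dose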
HTRA1 inh: inhibitors of human serine peptidase HTRA1 | Q92743 | recombinant HTRA1, FP-rhodamine activity-based probe, fluorescence polarization | inhibition, % at 5.96 µM | 0.5% of 340,000 active | AID 504803; in the data active = inhibition above about 36%;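 note: 0% = enzyme with DMSO and 100% = wells lacking enzyme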
NPR1 activator: GC-A (human) enzyme activation. 0.14% of 370,000 active. activation, % at 10 µM. HEK293 GC-A cells, cGMP TR-FRET, EC30 ANP; 0% at EC30 ANP, 100% saturating ANP. AID 1671463. P16066; in the data active = activation above about 40%
Target sequence (P16066 whole entry, looked up): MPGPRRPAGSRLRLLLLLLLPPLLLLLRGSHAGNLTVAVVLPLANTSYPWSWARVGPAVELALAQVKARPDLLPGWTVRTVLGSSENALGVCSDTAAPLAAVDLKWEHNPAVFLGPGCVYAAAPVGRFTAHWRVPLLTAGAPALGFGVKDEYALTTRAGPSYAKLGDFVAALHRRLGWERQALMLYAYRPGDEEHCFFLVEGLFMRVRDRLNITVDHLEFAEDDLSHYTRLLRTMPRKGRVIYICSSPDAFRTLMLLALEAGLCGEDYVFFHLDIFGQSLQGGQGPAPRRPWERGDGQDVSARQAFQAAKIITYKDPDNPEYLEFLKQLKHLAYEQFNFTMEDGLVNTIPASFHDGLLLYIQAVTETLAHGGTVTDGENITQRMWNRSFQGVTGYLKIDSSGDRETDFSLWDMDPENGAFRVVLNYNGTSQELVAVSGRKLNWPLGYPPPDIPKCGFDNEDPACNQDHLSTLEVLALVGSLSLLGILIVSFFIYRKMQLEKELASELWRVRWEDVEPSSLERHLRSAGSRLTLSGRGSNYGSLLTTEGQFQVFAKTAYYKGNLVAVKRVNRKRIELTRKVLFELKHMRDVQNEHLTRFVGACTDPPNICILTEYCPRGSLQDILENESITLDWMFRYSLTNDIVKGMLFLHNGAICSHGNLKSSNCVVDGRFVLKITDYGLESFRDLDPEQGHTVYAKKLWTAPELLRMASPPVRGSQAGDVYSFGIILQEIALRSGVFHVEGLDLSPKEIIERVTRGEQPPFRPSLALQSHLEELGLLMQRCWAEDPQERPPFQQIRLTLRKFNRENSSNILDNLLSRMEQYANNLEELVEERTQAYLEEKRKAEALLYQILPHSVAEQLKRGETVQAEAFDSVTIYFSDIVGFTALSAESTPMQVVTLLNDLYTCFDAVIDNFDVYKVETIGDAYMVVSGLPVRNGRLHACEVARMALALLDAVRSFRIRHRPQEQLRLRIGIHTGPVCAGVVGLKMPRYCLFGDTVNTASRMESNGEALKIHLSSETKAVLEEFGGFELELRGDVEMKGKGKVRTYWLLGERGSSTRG
PRMT1 FP inh: blocks human protein arginine methyltransferase 1; Q99873; recombinant PRMT1, activity-based probe fluorescence polarization; inhibition, % at 2.79 µM; 1.3% of 370,000 active; AID 652257;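 active = inhibition above about 21% made by adding two undisclosed values, limit read from the data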
NPR2 activator: GC-B (human) receptor activation | HEK293-GC-B cells, CNP EC30, cGMP TR-FRET; 0% at EC30 CNP, 100% saturating CNP | 0.11% of 370,000 active | activation, % at 10 µM | P20594 | AID 1920062;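 active = activation at 10 µM reaching about 35% in either raw or pattern-adjusted values, limit read from the data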
rCAG RNA binder: binds r(CAG) RNA repeats; inhibition, % at 3 µM; r(CAG) RNA repeat, TO-PRO-1 dye displacement fluorescence; 1.3% of 370,000 active;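 active = inhibition above the plate cutoff, the mean of all test compounds on that plate plus 3 SD, cut at about 35% in these data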;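 note: 0% = DMSO alone and 100% = 100 µM mitoxantrone as full dye displacement; higher means more dye released from RNA so lower well fluorescence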
SIAE primary: blocks human sialic acid acetylesterase | inhibition, % at 9.66 µM | Q9HAT2 | SIAE FP-Rh probe binding, fluorescence polarization | 0.69% of 370,000 active;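 active = inhibition above a cutoff: mean of compounds within the control limits plus 3 SD of those, cut at about 17% in these data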;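 note: 0% = plate median of compound wells and 100% = probe without SIAE protein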
TCR-CD3 inh: blocks the human TCR-CD3 interaction | TAMRA-labeled TCR probe fluorescence, biochemical | inhibition, % at 9.4 µM | 0.37% of 360,000 active; in the data active = inhibition above about 19%;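 note: recombinant mutant TCR 2C K166C tagged with TAMRA read by polarization; 0% = receptor in buffer alone and 100% = receptor with positive control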
UHRF1 binding: UHRF1 methyl-DNA binding inhibition. Q96T88. UHRF1 binding to methylated oligo, TR-FRET. inhibition, % at 4.4 µM. 0.75% of 370,000 active. AID 687016; in the data active = inhibition above about 21%;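 note: UHRF1 SRA domain binding a hemimethylated CpG hairpin DNA probe; 0% = median of test compound wells and 100% = reference inhibitor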
MBD2 inh: blocks human MBD2 binding to methylated DNA. TR-FRET, MBD2 binding to methylated oligonucleotide. 0.31% of 370,000 active. inhibition, % at 4.4 µM. AID 686964; in the data active = inhibition above about 13%
* = called active by the depositor; . = not tested or not shown; & = joins results of further samples. Some of the compounds tested. The share of hits here may be higher or lower than overall.

#	Structure	mABHD4 FP	HTRA1 inh	NPR1 activator	PRMT1 FP inh	NPR2 activator	rCAG RNA binder	SIAE primary	TCR-CD3 inh	UHRF1 binding	MBD2 inh
1	CC(=O)c1cccc(Nc2nc(-c3sc(N)nc3C)cs2)c1	7	21	-3	10	0	28	-7	6	-7	-2
2	COc1cc(C2C(C(=O)c3ccc(C)o3)=C(O)C(=O)N2c2cc(C)on2)ccc1O (centres undefined)	9	4	0	0	3	4	4	1	1	2
3	CCOC(=O)Cc1nc2ccccc2[nH]1	1	6	-2	16	11	8	5	-12	-1	-1
4	C[C@H]1[C@@H](OC(=O)Nc2ccc(Br)cc2)CC[C@@]23CCCN2C(=O)CCC[C@@H]13	-1	.	-9	-4	-14	.	-6	.	-2	3
5	Cc1[nH]c2ccccc2c1C(=O)COC(=O)c1cccc(S(=O)(=O)N2CCCCC2)c1	6	-4	3	2	-5	12	-54	0	4	4
6	CC1=CCC2C(=O)N(c3cccc(C(=O)NCc4ccccc4)c3)C(=O)C2C1 (centres undefined)	-6	-8	5	1	-1	-2	2	1	-1	-6
7	CCNC(=O)CP(=O)(c1ccccc1)c1ccccc1	1	4	2	1	2	-4	2	2	1	3
8	C=C[C@]1(C)C[C@@H](OC(=O)CSCCN(CC)CC)[C@]2(C)C(C)CC[C@]3(CCC(=O)[C@H]32)[C@@H](C)[C@@H]1O (some centres undefined)	-5&-4	1&5	2&-1	0&-3	7&2	-3&-2	2&5	-3&-4	1&-3	-1&4
9	COC(=O)c1ccc(C(=O)N2CCCC(N3CCN(c4ccc(F)cc4)CC3)C2)nc1 (centres undefined)	-2	5	-2	-2	8	-6	3	5	-3	2
10	CC(C)Cc1nc(Cl)c(C#N)c2c1CCCC2	-1	-2	1	-3	-1	-1	1	0	1	0
11	CCOC(=O)C1(Cc2ccccc2)CCN(Cc2cccc(C#N)c2)CC1	7	.	-1	2	2	-3	3	.	0	4
12	O=[N+]([O-])c1cccc(Nc2nc(Cl)nc(Cl)n2)c1	0	-3	2	-1	4	15	10	-7	-3	3
13	CC(/C=N/n1c(COc2ccccc2)n[nH]c1=S)=C\c1ccco1	-12	-3	4	19	-8	18	2	-9	1	2
14	CC(=O)c1ccc(O)c(CC=C(C)C)c1	-1	-1	4	0	8	0	1	5	1	-1
15	Cc1ccccc1OC(C)C(=O)Nc1cccnc1 (centres undefined)	6	7	3	2	2	-6	-1	-3	-2	0
16	N#CC1(NC(=O)COC(=O)CSc2ccc(F)cc2)CCCCC1	-3	-2	1	-1	-1	-2	-7	-2	4	3
17	Cc1ccc(NS(=O)(=O)c2cccc(C(=O)NCCCN3CCCC3=O)c2)cc1	-4	0	-4	-4	-1	0	1	-8	3	2
18	Cc1ccc(S(=O)(=O)N2C[C@@H]3[C@H]4CC[C@H](C4)[C@@H]3[C@@H](C)[C@H]2C#N)cc1	2	-16	1	3	0	2	4	-2	0	0
19	CC1=NN(c2ccc(C)cc2)C(=O)/C1=C\C=C\c1ccccc1	7	6	-3	3	-5	5	6	1	2	0
20	CO/N=C(\C(=O)N[C@@H]1C(=O)N2C(C(=O)O)=C(COC(N)=O)CS[C@H]12)c1ccco1	3	1	3	8	5	19	1	2	25*	2
21	Cc1ccc(S(=O)(=O)Nc2cccc3c2O[C@@H](CN(C)C(=O)Nc2ccc4c(c2)OCO4)[C@H](C)CN([C@@H](C)CO)C3=O)cc1	8	-5	-2	1	7	4	-3	1	-3	-1
22	COC(=O)c1ccccc1NC(=O)C1CC(=O)N(c2ccc(F)cc2)C1 (centres undefined)	4	5	1	-2	0	-6	-1	3	1	2
23	CCOC(=O)CSc1nc2c(c(-c3ccc(C)o3)c1C#N)CCCC2	2	-32	3	1	-2	4	0	-2	0	3
24	CSCCC(NS(=O)(=O)c1ccc2c(c1)OCCO2)C(=O)N(C)Cc1ccc(F)cc1 (centres undefined)	3	0	-3	0	0	-6	6	-7	-3	2
25	COc1ccc(-n2c(-c3ccc(Br)cc3)c[n+]3c2SC(C)C3)cc1 (centres undefined)	-1	0	1	2	-4	6	-2	-2	3	-2
26	CC(C)N1CCc2c(-c3nc4ccccc4s3)csc2C1	2	.	5	-2	-3	.	5	.	-4	-4
27	CCOc1ccc(C(=O)NC2CCCCCCC2)cc1	2	-2	8	1	6	-5	-5	-1	1	-1
28	CN(C)c1ccc(N=Nc2ccccc2C(=O)OCC(=O)Nc2ccccc2C(F)(F)F)cc1	12	8	1	0	-6	0	8	0	-2	-4
29	CCOc1ccc(N(CC(=O)Nc2cccc(C)c2C)S(=O)(=O)c2c(C)[nH]c(=O)[nH]c2=O)cc1	0	0	1	1	5	15	-3	4	8	3
30	Cc1ccccc1-c1noc(N)c1C#N	-2	-3	6	-1	4	-1	-3	-4	1	6
31	N#C/C(=C\c1cccc([N+](=O)[O-])c1)C(=O)NCc1cccnc1	8	-2	1	3	-14	0	3	-8	2	0
32	Cc1cc(C)n(CCc2nc(-c3ccc(C)o3)cs2)n1	7	3	1	68*	-2	3	-4	-9	1	3
33	COc1ccc(NC(=O)c2cc(-c3ccc(F)cc3OC)n[nH]2)c(C)c1	-8	.	18	4	17	2	-1	4	-1	-3
34	CC(C)C[C@H](NC(=O)NC1CCCc2ccccc21)C(=O)O (some centres undefined)	1	6	2	3	1	-3	5	-10	-2	0
35	CCOc1cccc(NC(=O)C(Cc2cccs2)c2nn[nH]n2)c1 (centres undefined)	-3	-5	-1	2	0	14	-7	-4	3	-5
36	CCc1nc2ccc(C(=O)NCc3ccc4c(c3)OCO4)cn2c1N(CC)Cc1cccc(Br)c1	-9	.	-2	4	7	7	0	-15	2	-2
37	O=C(NNc1cc(N2CCOCC2)nc(N2CCOCC2)n1)c1ccc(Cl)c(Cl)c1	6	-1	4	-3	0	0	8	-3	-2	-4
38	Cc1ccc(C)c(N2C(=O)c3ccc(C(=O)OCC(=O)c4c(N)n(C)c(=O)n(C)c4=O)cc3C2=O)c1	0	0	7	0	7	3	-4	0	0	-3
39	COC(=O)/C=C1\S/C(=N\N=C\CC(=O)OC)NC1=O	1	-9	3	2	-7	30	4	0	-2	-8
40	O=C(Nc1ccc2c(c1)OCO2)N1CCN(c2ccccc2)CC1	-4	-3	3	1	9	-3	7	-3	-2	0
41	CC[C@H](C)[C@H](NC(N)=O)C(=O)Nc1ccc(C)cc1	-7	1	0	1	1	-1	-1	2	-1	1
42	COc1ccc(S(=O)(=O)N(CCc2ccccc2)CC(=O)O)cc1Cl	8	4	1	1	4	16	-3	2	2	-5
43	CC(C)(C)c1ccc(S(=O)(=O)C(C)(C)C)cc1	-1	0	4	-2	2	-7	-1	5	4	-3
44	O=C(c1ccc(Br)o1)N1CCC(c2nc3ccccc3[nH]2)CC1	4	0	-4	3	-6	0	5	0	0	1
45	COc1ccc(CCN2CN(S(=O)(=O)c3ccccc3)c3nc4ccccc4nc32)cc1OC	0	-1	-3	0	-2	4	-1	11	1	0
46	S=C1NC2=C(CCC/C2=C\c2ccccc2)C(c2ccccc2)N1 (centres undefined)	11	-17	0	43*	-2	8	6	-1	-1	-4
47	CCS(=O)(=O)c1ccc(-c2csc(-c3ccc(Cl)cc3)n2)c(Cl)c1Cl	1	-4	-1	-2	-1	2	-5	4	-2	1
48	CCN(C(=O)COC(=O)CSc1cc(C)c2ccccc2n1)c1ccccc1	-5	-17	-3	1	-6	-5	-1	-1	2	4
49	CC(C)CCNC(=O)c1csc2c1CCCCC2	-9	3	0	-3	5	-5	0	1	-1	3
50	O=C(NC(=S)NNS(=O)(=O)c1ccccc1)c1ccccc1[N+](=O)[O-]	17	8	2	13	6	2	-2	-5	-6	1
51	CC1CC(C)C[N+](=C2C=C(N3CCCC3)CC(C)(C)C2)C1 (centres undefined)	-2	-2	1	-1	-1	1	8	3	-2	-1
52	CCc1ccccc1NC(=O)CCc1c(C)nn(-c2ccc(N3CCOCC3)nn2)c1C	2	-2	0	4	-4	-5	-2	-1	4	2
53	CON(C)S(=O)(=O)c1cccc(C(=O)Nc2cccc(S(=O)(=O)NC3=NCCCCC3)c2)c1	-14	-7	-3	5	2	5	10	5	4	8
54	Cc1c(C(=O)C(C)C)n(C)c2ccccc12	5	-4	0	-2	3	1	-11	5	-1	4
55	Cc1nn(S(=O)(=O)c2ccc(Cl)cc2)c(C)c1Sc1ccc([N+](=O)[O-])cc1	2	2	2	2	9	0	-2	0	2	-4
56	CC1CCCCN1C(=O)COC(=O)/C=C/c1ccc2ccccc2n1 (centres undefined)	-2	11	1	1	3	-7	4	-2	-2	-7
57	Cc1cc(Br)ccc1NC(=O)CN(C)C(=O)C1CCN(C(=O)c2ccc(F)cc2)CC1	6	7	4	-2	2	-7	0	8	0	2
58	C[C@H]1CN([C@@H](C)CO)C(=O)c2cc(C#CC3CCCC3)cnc2O[C@H]1CN(C)C(=O)Cc1ccccn1	3	8	5	-1	2	2	-4	-2	9	3
59	COc1cc(/C=C2\C(=O)NN(c3ccccc3)C2=O)ccc1OCC(N)=O	6	.	-3	6	4	2	7	5	-1	1
60	Cc1ccccc1NC(=S)NC(NC(=O)COc1ccccc1)C(Cl)(Cl)Cl (centres undefined)	-12	-7	-7	1	3	4	-25	-3	1	-5

3 entries out of the list, ordered by number of heavy atoms, rising.
#	Structure	mABHD4 FP	HTRA1 inh	NPR1 activator	PRMT1 FP inh	NPR2 activator	rCAG RNA binder	SIAE primary	TCR-CD3 inh	UHRF1 binding	MBD2 inh
56	CC1CCCCN1C(=O)COC(=O)/C=C/c1ccc2ccccc2n1 (centres undefined)	-2	11	1	1	3	-7	4	-2	-2	-7
60	Cc1ccccc1NC(=S)NC(NC(=O)COc1ccccc1)C(Cl)(Cl)Cl (centres undefined)	-12	-7	-7	1	3	4	-25	-3	1	-5
53	CON(C)S(=O)(=O)c1cccc(C(=O)Nc2cccc(S(=O)(=O)NC3=NCCCCC3)c2)c1	-14	-7	-3	5	2	5	10	5	4	8

Later entries
#	Structure	mABHD4 FP	HTRA1 inh	NPR1 activator	PRMT1 FP inh	NPR2 activator	rCAG RNA binder	SIAE primary	TCR-CD3 inh	UHRF1 binding	MBD2 inh
61	CC(C)C(c1nnnn1Cc1ccccc1)N1CCC(C(N)=O)CC1 (centres undefined)	4	2	-1	-1	-4	-6	-4	-2	1	4
62	COCCNC(=O)CN(Cc1ccc(F)cc1)C(=O)CCC(=O)Nc1nccs1	2	4	0	4	3	-1	9	-4	5	4
63	COC(=O)c1ccc(C(=O)OC)c(NC(=O)CSc2cccc[n+]2[O-])c1	-1	-2	2	17	0	2	0	1	15	7
64	O=C(O)c1ccsc1Cc1cccs1	2	0	4	-5	0	16	-1	-4	-1	-2
65	Nc1ccc2c(c1)Cc1cc(Cl)c(Cl)cc1-2	10	12	7	-1	-10	8	7	0	-3	-3
66	O=C(COc1ccccc1C(=O)O)Nc1ccc(SC(F)F)cc1	-3	0	6	1	-2	6	4	-1	0	-1
67	O=[N+]([O-])c1ccc2[nH]c(O)c(N=NC3CCS(=O)(=O)C3)c2c1 (centres undefined)	1	9	-1	-2	-3	-3	2	2	-1	-1
68	Cc1nnsc1C(=O)NNC(=O)c1ccc(C(F)(F)F)cc1	2	-5	-1	-9	4	1	10	3	-1	-5
69	Cc1ccccc1Nc1ccc2nonc2c1[N+](=O)[O-]	0	1	-5	2	-2	-3	-5	0	-2	-6
70	CCOc1ccc(OCc2ccc(C(=O)N3CCc4ccccc4C3)o2)cc1	-4	-20	.	1	.	-3	2	2	1	1
71	COc1cc(NC(=O)c2cccc(C)c2)ccc1NC(=O)c1cc2ccccc2o1	5	1	-14	-3	-2	2	-7	-1	2	1

Screens (PubChem)
